FBW7 act = activators of human E3 ligase FBW7 | Q969H0 | AlphaScreen FBW7–phospho-cyclin E peptide binding, activator screen | normalized activity (activation), % at 26.1 µM | 0.13% of 650,000 active; in the data active = normalized activity above about 1.9%;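 note: purified mutant Fbw7 with reduced substrate affinity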
GPR151 ag = human GPR151 activation; Q8TDV0; PathHunter beta-arrestin GPR151 cells, luminescence; activation, % at 11.2 µM; 1% of 650,000 active; AID 1508602; in the data active = activation above about 4.9%;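 note: 0% = median of compound wells and 100% = cells with positive control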
Target sequence (Q8TDV0 whole entry, looked up): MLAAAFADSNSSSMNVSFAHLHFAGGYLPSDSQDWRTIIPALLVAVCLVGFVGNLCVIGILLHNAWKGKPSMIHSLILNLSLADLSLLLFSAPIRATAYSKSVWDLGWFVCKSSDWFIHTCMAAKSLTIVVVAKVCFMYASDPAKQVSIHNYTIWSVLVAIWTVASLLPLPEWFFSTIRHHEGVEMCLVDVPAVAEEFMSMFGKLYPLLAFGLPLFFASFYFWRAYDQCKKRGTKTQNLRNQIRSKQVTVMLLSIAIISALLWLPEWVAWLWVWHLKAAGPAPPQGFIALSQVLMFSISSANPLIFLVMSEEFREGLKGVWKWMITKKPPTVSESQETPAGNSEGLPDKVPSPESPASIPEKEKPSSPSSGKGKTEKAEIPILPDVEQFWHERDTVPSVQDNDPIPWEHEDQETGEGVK
MITF inh = blocks human microphthalmia-associated transcription factor. AlphaScreen MITF homodimerization, bead proximity signal. inhibition, % at 2.6 µM. AID 1259374. 0.91% of 650,000 active; in the data active = inhibition above about 50%;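 note: 0% = vehicle wells with protein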
Target sequence (O75030 whole entry, looked up): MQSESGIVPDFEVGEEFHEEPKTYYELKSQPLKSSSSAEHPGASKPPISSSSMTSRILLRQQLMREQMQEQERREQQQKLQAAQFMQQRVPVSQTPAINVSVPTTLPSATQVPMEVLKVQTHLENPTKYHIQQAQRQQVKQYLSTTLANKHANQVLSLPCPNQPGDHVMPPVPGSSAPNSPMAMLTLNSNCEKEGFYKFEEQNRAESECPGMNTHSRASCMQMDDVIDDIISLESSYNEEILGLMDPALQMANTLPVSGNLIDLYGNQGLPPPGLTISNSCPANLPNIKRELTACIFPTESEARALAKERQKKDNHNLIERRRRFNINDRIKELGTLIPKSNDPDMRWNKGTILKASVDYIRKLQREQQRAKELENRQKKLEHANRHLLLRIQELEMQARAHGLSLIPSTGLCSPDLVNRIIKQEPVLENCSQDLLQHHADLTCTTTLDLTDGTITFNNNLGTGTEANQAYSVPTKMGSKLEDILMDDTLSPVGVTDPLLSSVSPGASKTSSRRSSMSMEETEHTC
TEAD-YAP inh = TEAD-YAP interaction inhibition | HEK-TIYL cells, TEAD-Gal4/YAP UAS-luciferase luminescence | inhibition, % at 9.12 µM | 1.4% of 640,000 active | AID 1259422; in the data active = inhibition above about 32%;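 note: 0% = median of test compound wells and 100% = reference inhibitor wells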
Active calls of the source: *.

Values in the order: GPR151 ag	MITF inh	FBW7 act	TEAD-YAP inh
CCCn1c(-c2ccc(OC)cc2)cn2c3c(=O)n(C)c(=O)n(C)c3nc12
→ -0.6	8	0.0	24
CCCCn1c(CNC(=O)Cc2ccccc2)nnc1SCC(=O)Nc1sc2c(c1C(=O)OCC)CCCCC2
→ 0.1	7	0.1	5
CC1(C(=O)O)NC(c2ccccc2O)C2C(=O)N(c3cccc4ccccc34)C(=O)C21 (centres undefined)
→ -0.2	3	0.1	-23
O=C1Nc2ccccc2/C1=C/c1ccc(-c2ccccc2O)o1
→ -0.1	2	-0.1	-14
Cc1cc(=O)n(CCO)c(O)c1C#N
→ 0.0	-7	-0.3	0
COc1cc(NC(=O)c2cc(Nc3ccnn3C)nc3ccccc23)cc(OC)c1OC
→ -0.3	12	0.1	-6
COc1cc2cc(CN(CCO)C(=O)c3cccs3)c(=O)[nH]c2cc1OC
→ 0.2	-2	-0.1	6
CSc1ccccc1NC(=O)c1sc2ccccc2c1Cl
→ 0.7	14	-0.1	-40
CCOC(=O)c1ccc(S(=O)(=O)NCCOc2ccc(F)cc2)cc1
→ -0.2	14	-0.1	2
COC(=O)C1OC2(OC1C(=O)OC)c1ccccc1-c1ccccc12 (centres undefined)
→ 1.0	15	-0.1	4
O=C(CCCn1cnc(-c2ccccc2)cc1=O)NCc1ccccc1Cl
→ -0.3	-10	-0.1	6
COCc1c(C(=O)NCc2cccs2)c(=O)cc(C)n1CCc1ccccc1Cl
→ 1.1	-6	0.1	-54
Cc1onc(-c2ccccc2Cl)c1C(=O)Nc1ccccc1C(=O)O
→ 0.7	1	-0.1	0
Nc1nonc1C(=O)NCCNC(=O)c1cccc(Cl)c1
→ 1.7	17	0.0	-2
COc1ccc(-c2nnc(C3CCN(S(=O)(=O)c4ccc(C)cc4)CC3)o2)cc1
→ -0.4	-9	0.1	8
O=C(O)c1cccc(NC(=O)c2ccc(N3C(=O)c4ccc(C(=O)Nc5cccc(C(=O)O)c5)cc4C3=O)cc2)c1
→ -10	13	-0.2	10
COc1ccccc1-c1nn(CCC(=O)O)c2nc(C)cc(C)c12
→ -0.6	-6	-0.2	3
COc1cc(C2C(C#N)=C(N)Oc3c2ccc2ccccc32)ccc1OCc1ccccc1 (centres undefined)
→ 1.2	4	0.1	10
COc1ccc(-c2noc(-c3cccc([N+](=O)[O-])c3)n2)cc1OC
→ -1.5	7	-0.1	4
O=C1CN=C(Nc2ccc(Cl)cc2)N1c1ccccc1
→ 0.0	-12	0.2	3
CCOc1cc(/C=C\[N+](=O)[O-])ccc1OCc1ccc(C(=O)O)o1
→ 1.7	20	0.6	-2
CC(=O)Nc1ccccc1NC(=O)c1cc(Cl)ccc1Cl
→ 1.5	5	-0.1	1
CCOC(=O)c1c(C)[nH]c(C(=O)NNC(=O)c2ccc(C)cc2)c1C
→ 1.1	10	0.0	-7
c1csc(-c2ccc(NCCc3ccncc3)nc2)c1
→ 1.0	10	-0.3	-25
Cc1cccc(NC2=NCC(=O)N2c2ccccc2)c1
→ 0.4	-4	-0.3	-12
CC[C@@H](CO)NC(=O)c1cc2cc(S(C)(=O)=O)ccc2[nH]1
→ 0.6	-3	0.0	10
Cc1cc(Nc2ccccc2)nc(-c2c(C)noc2C)n1
→ -0.3	0	0.0	-3
Cc1cc(C)n2nc(C(=O)N/N=C/c3ccc4c(c3)OCO4)nc2n1
→ -0.4	3	0.0	-7
Cc1ncc2c(c1CNC(=O)C1CCCO1)CCN(Cc1coc3ccccc3c1=O)C2 (centres undefined)
→ 1.5	10	0.3	6
COc1ccc(NS(=O)(=O)c2ccc(OC)cc2)cc1
→ 0.3	-6	0.1	3
COc1ccc(S(=O)(=O)N(CC(=O)NC2CC2)c2ccccc2)cc1
→ 0.0	18	-0.1	-3
CC(C)=Cc1c(O)nc2ccccn2c1=O
→ -0.1	-1	-0.2	-10
Cc1nn(C(=O)C2CC2)c(C)c1Sc1ccccc1
→ 2.1	7	-0.1	-2
COc1ccc(-n2c(=O)c3c4c(sc3n3c(SC)nnc23)COC(C)(C)C4)cc1
→ 0.5	-3	-0.2	7
CC(C)OC(=O)CN1CCN(c2ccc(Cl)cc2)CC1
→ 0.2	16	0.5	5
CCOC(=O)N1CCN(C(=O)CSCc2ccc(Cl)cc2)CC1
→ 0.3	1	0.2	-13
Cc1ccc(C(=O)Nc2ccc(SCC(=O)N3CCc4ccccc43)nn2)cc1
→ -0.4	-9	0.0	-27
CCCCCN(C(=O)NC(=O)NC(C)C1CC2CCC1C2)S(C)(=O)=O (centres undefined)
→ 2.7	19	0.3	-2
COc1ccc(/C=C2/N=C(c3cccc(F)c3)OC2=O)cc1
→ 1.1	8	0.1	2
Nc1ccccc1-c1nnn(CC(=O)NC2CCCCC2)n1
→ -0.8	-2	-0.1	-13
Cc1nc(NC(=O)c2ccc(C(C)(C)C)cc2)sc1C(=O)N1CCOCC1
→ 0.3	-1	-0.1	13
Cn1c(=O)n(C)c2cc(/C=N/N=C3\NC(=O)C(CC(=O)O)S3)ccc21 (centres undefined)
→ -0.6	20	0.0	8
CN(C)c1nc(N)nc(CSc2nc3ccccc3c(=O)n2N)n1
→ -0.6	-1	0.2	1
CC(Oc1ccc(Cl)cc1Cl)C(=O)NNC(=O)C(=O)N1CCCC1 (centres undefined)
→ -1.4	-8	0.2	-7
CC(=O)c1ccc(NC(=O)C2C(C(=O)O)C3C=CC2C32CC2)cc1 (centres undefined)
→ -0.1	5	0.0	7
Cc1cccc(Cn2cnc3c(cnn3CCNC(=O)c3c(F)cccc3Cl)c2=O)c1
→ -1.5	10	0.2	0
Cc1ccc(OCC(O)COc2ccc(N3C(=O)c4ccccc4C3=O)cc2)cc1 (centres undefined)
→ 2.1	5	0.2	3
CCC(C(=O)Nc1cc(Cl)ccc1OC)n1nnc(C(=O)O)c1C(=O)O (centres undefined)
→ -1.1	-7	-0.1	-7
O=C1OC(c2ccc3c(c2)OCO3)N(C(=O)c2ccccc2)c2ccccc21 (centres undefined)
→ -5.2	7	0.0	-15
OCCN1CCN(c2ncc(-c3ccc(O)cc3)n3ccnc23)CC1
→ 0.0	12	-0.4	-66

(cont.)
Values in the order: GPR151 ag	MITF inh	FBW7 act	TEAD-YAP inh
CCn1cc(CNC(=O)c2ccc([N+](=O)[O-])cc2Cl)cn1
→ 2.3	-4	-0.1	3
COc1ccc2c(c1)C(Cc1cccc(C(N)=O)c1)(c1ccc(F)cc1)C(=O)N2 (centres undefined)
→ -1.6	15	0.1	-6
OCCCCNCc1ccc(OCc2ccccc2)cc1
→ -1.9	-20	0.0	-26
COc1ccc(-c2cncc(-c3ccc(C(=O)O)cc3)n2)cc1
→ -3.3	-5	-0.1	-91
O=C1c2ccccc2NC(c2ccc3c(c2)OCO3)N1c1ccc(Br)cc1 (centres undefined)
→ -1.3	6	-0.1	-53
CC(C)C[C@@H]1NC(=O)[C@@H]2C[C@H](NCc3cccc(F)c3)CN2C1=O
→ -0.2	11	0.1	1
CCOC(=O)c1sc(NC(=O)C(C)Sc2nnc(CNC(=O)c3ccccc3F)n2C)c(C(=O)OCC)c1C (centres undefined)
→ -1.2	17	0.0	18
Cc1cnc(-c2ccc(N3CCOCC3)nc2)nc1NCCc1ccc(O)cc1
→ 0.1	15	0.0	8
O=C(NCCCN1CCOCC1)c1ccc([N+](=O)[O-])o1
→ -1.1	14	0.1	10
Cn1c(O)c(C=NC(Cc2c[nH]c3ccccc23)C(=O)O)c(=O)n(C)c1=O (centres undefined)
→ 2.1	-6	0.2	-13
Cc1[nH]nc(-c2ccc(O)cc2O)c1-c1ccc(F)cc1
→ 2.1	-5	-0.1	4
COc1ccc(NC(=O)C(CC(C)C)NS(=O)(=O)c2ccc3nc(C)sc3c2)cc1 (centres undefined)
→ -0.9	-3	0.2	-1
CCOC(=O)CC(=O)CSc1nc2cc(C(=O)NCc3ccco3)ccc2c(=O)n1C1CCCCC1
→ -0.6	8	0.1	10
O=C(O)CCN1CCN(S(=O)(=O)c2cccc([N+](=O)[O-])c2)CC1
→ -1.8	2	0.5	8
CC(=O)Nc1nnc(SCC(=O)Nc2cccc(Cl)c2)s1
→ -0.1	-6	-0.1	11
COc1ccc(C2C(C(=O)Nc3ccc4c(c3)OCCO4)c3ccccc3C(=O)N2C2CCCCC2)cc1 (centres undefined)
→ 0.8	21	0.1	-47
O=C(N1CCCCC1)N1c2ccccc2CC(N2CCCCC2)c2ccccc21 (centres undefined)
→ 0.9	12	-0.1	6
COC(=O)C1=C(C)N(Cc2ccc(C)cc2)C(=O)/C1=C\c1ccc(C(=O)O)cc1
→ -0.6	-8	0.1	-8
N#Cc1cnn(-c2ncccc2N)c1N
→ -1.1	9	-0.1	5
CCCc1[nH]n(-c2ccc(F)cc2)c(=O)c1C=Nc1ccc(C)c(C)c1
→ -0.7	-3	-0.1	-4
CCCNC(=O)Cn1cnc2sc(C(=O)N3CCN(CCC)CC3)c(C)c2c1=O
→ 1.0	-4	0.2	0
CC(=O)c1nn(-c2ccc(F)cc2)nc1NC1CCc2ccccc21 (centres undefined)
→ -0.3	-21	-0.2	-9
CC(Oc1ccc(Br)cc1)C(=O)N1CCOCC1 (centres undefined)
→ 2.5	-10	-0.1	0
Cc1noc(/C=C/c2ccco2)c1S(=O)(=O)N1CCC(C(=O)O)CC1
→ 0.6	48	-0.1	1
CC(=O)Nc1ccc(N2C(=O)CC(NCCCN3CCOCC3)C2=O)cc1 (centres undefined)
→ -0.7	-20	0.3	2
O=C(Cc1ccc(F)cc1)NCCc1nnc2n1CCN(Cc1cccs1)CC2
→ 0.4	-11	0.1	0
Cc1ccc(N2C(=O)CSC2c2ccccc2C(F)(F)F)cc1F (centres undefined)
→ -0.3	-7	-0.1	3
CCc1ccc(C(=O)CC2(O)C(=O)Nc3ccc(Br)cc32)cc1 (centres undefined)
→ -0.3	-8	0.1	-9
N#Cc1ccc(OCC(=O)NNS(=O)(=O)c2ccc(Cl)c([N+](=O)[O-])c2)cc1
→ -0.7	-12	0.1	4
Cc1c(NC(=O)C(C)(c2ccccc2)c2ccccc2)cccc1-c1nc2ncccc2o1
→ 0.2	-10	-0.1	-5
Cc1ccc(N2CC(C(=O)NCC3CCCO3)CC2=O)cc1Cl (centres undefined)
→ 0.6	10	0.0	1
COc1ncc(-c2cnc3c(n2)[nH]c(=O)n3[C@@H](C)c2ccccc2)c(OC)n1
→ -1.5	-13	-0.2	-9
CC1CCN(c2ncnc3c2cnn3Cc2ccc(Cl)cc2)CC1
→ 2.4	-3	0.1	-4
O=C(Nn1cc(C(=O)NC2CCCCC2)c2ccccc2c1=O)c1cnccn1
→ -0.9	8	-0.1	8
c1cc(Nc2ccc3c(c2)OCO3)nc(N2CCN(Cc3ccc4c(c3)OCO4)CC2)n1
→ 1.7	7	0.1	12
CN1CCN(c2ccc(-c3ccccc3F)cn2)CC1
→ -3.8	21	-0.2	9
Cc1cc(NCc2cccnc2)nc(Nc2ccccn2)n1
→ -1.2	18	0.0	3
COc1cc(OC)cc(C(=O)Nc2cc(C(=O)Nc3ccc(OC)c(OC)c3)ccc2N2CC3CC(C2)c2cccc(=O)n2C3)c1 (centres undefined)
→ 0.1	7	0.0	0
CC(=O)Nc1ccc2c(CSc3nncs3)cc(=O)oc2c1
→ -0.8	9	0.0	-5
CN1C(=O)C(=Cc2nc3ccccc3c(=O)n2Cc2ccccc2)c2cc(Br)ccc21
→ 0.6	8	-0.1	-3

Laid out differently: results already given.
SMILES	GPR151 ag	MITF inh	FBW7 act	TEAD-YAP inh
Cc1c(NC(=O)C(C)(c2ccccc2)c2ccccc2)cccc1-c1nc2ncccc2o1	0.2	-10	-0.1	-5
Cc1ccc(N2CC(C(=O)NCC3CCCO3)CC2=O)cc1Cl (centres undefined)	0.6	10	0.0	1
COc1ncc(-c2cnc3c(n2)[nH]c(=O)n3[C@@H](C)c2ccccc2)c(OC)n1	-1.5	-13	-0.2	-9
CC1CCN(c2ncnc3c2cnn3Cc2ccc(Cl)cc2)CC1	2.4	-3	0.1	-4
O=C(Nn1cc(C(=O)NC2CCCCC2)c2ccccc2c1=O)c1cnccn1	-0.9	8	-0.1	8
c1cc(Nc2ccc3c(c2)OCO3)nc(N2CCN(Cc3ccc4c(c3)OCO4)CC2)n1	1.7	7	0.1	12
CN1CCN(c2ccc(-c3ccccc3F)cn2)CC1	-3.8	21	-0.2	9

Remaining list, next part
Values in the order: GPR151 ag	MITF inh	FBW7 act	TEAD-YAP inh
Cc1nn(-c2nc3c(c(=O)n(CCN4CCOCC4)c(=O)n3C)n2C)c(C)c1C
→ 1.2	-11	-0.1	6
CCCNc1cc(C)nc(-c2ccc(N3CCN(C)CC3)cc2)n1
→ 1.1	3	0.0	-4
CSc1ccc(NC(=O)C2CCCCN2S(=O)(=O)c2ccc(Cl)s2)cc1 (centres undefined)
→ -1.9	13	0.2	4
O=C(NCc1ccccc1)N1CCN(c2nc(-c3ccc(F)cc3)cs2)CC1
→ -0.6	8	-0.1	0
CN1CCN(C(=O)c2ccc(-c3nc4ccc(C(=O)NC5CC5)cc4s3)cc2)CC1
→ 1.1	2	-0.1	-5
CCn1c(SCc2cccnc2)nnc1-c1cc2ccccc2cc1O
→ -0.1	-2	-0.1	44*
COc1ccc(OCC(=O)Nc2cccc(-c3nc4ncccc4o3)c2C)cc1
→ 0.4	11	0.0	9
N#Cc1cc2cc3c(cc2nc1N1CCCN(C(=O)c2ccc(F)cc2)CC1)OCO3
→ 0.4	-9	0.3	1
